Bioassay records deposited in PubChem by several laboratories.
SSB-PriA inh: K. pneumoniae PriA-SSBct interaction inhibition; AlphaScreen SSBct-PriA binding, biotinylated peptide; inhibition, % at 33 µM; hit rate 0.6% among 430,000; in the data active = inhibition mostly above about 37%, no sharp cut-off; inactive = mostly below about 20%;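 also: plate controls were negative control peptide for no effect and reference peptide for full effect; strong numbers were not always called active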
CCHFV vOTU inh: CCHFV vOTU protease inhibition; Pep-AMC fluorescence; inhibition, % at 11.5 µM; hit rate 0.55% among 370,000; in the data active = inhibition above about 30%; also: 0% = vehicle wells with enzyme and 100% = no enzyme wells
3CLpro inhibitor: SARS-CoV 3CLpro protease inhibition | recombinant SARS-CoV 3CLpro, quenched FRET peptide cleavage | P0C6X7 | AID 1706 | inhibition, % at 6 µM | hit rate 0.14% among 290,000; in the data active = inhibition above about 12%
Vc quorum ag: quorum light induction in luxS cqsA deficient V. cholerae | hit rate 0.16% among 350,000 | V. cholerae BH1578 lux reporter, luminescence, 6 h | activation, % at 18.7 µM; in the data active = activation mostly above about 9.7%, no sharp cut-off; also: not every result past the cut was called active; inactives centre near 0; reference of the scale not given here
DUSP3 inh: inhibitors of human VHR1 phosphatase (DUSP3); recombinant VHR phosphatase, pNPP absorbance; P51452; inhibition, % at 13.3 µM; hit rate 0.52% among 290,000; AID 1654; in the data active = inhibition above about 50%; also: some compounds called inactive have numbers as strong as hits
Anthrax LF prot: anthrax lethal factor protease inhibition; multiplex microsphere protease cleavage assay, LF; hit rate 0.12% among 360,000; P15917; inhibition, % at 10 µM; also: plate controls were buffer without enzyme for full effect and enzyme alone for no effect
Target sequence (P15917 whole entry, looked up): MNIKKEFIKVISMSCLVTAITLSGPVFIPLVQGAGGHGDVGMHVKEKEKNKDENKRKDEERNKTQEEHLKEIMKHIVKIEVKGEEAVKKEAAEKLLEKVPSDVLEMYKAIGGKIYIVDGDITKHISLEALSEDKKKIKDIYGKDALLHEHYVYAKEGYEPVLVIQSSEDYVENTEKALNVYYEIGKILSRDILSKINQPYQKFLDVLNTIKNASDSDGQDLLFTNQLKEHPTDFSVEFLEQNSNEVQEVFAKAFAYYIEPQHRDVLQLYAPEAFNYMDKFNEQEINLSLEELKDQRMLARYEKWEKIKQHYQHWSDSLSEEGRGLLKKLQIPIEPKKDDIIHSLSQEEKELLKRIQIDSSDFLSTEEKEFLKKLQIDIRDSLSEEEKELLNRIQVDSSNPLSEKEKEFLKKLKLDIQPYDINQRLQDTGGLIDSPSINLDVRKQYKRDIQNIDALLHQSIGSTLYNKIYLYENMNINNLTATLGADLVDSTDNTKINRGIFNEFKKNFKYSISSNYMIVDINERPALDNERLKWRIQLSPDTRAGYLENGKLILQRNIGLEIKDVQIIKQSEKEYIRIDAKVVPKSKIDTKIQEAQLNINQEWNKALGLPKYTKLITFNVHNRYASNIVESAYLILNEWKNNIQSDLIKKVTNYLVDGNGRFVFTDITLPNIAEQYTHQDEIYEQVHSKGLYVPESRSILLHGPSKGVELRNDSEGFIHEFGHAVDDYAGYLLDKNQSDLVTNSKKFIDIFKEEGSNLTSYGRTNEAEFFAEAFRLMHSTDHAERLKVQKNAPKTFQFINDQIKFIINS
PfHsp40 rescue: restores yeast growth despite PfHsp40 toxicity | AID 504582 | growth rescue, % at 12.5 µM | hit rate 0.68% among 340,000 | S. cerevisiae expressing PfHsp40, growth rescue, ATP luminescence; in the data active = growth rescue above about 28%, passing the limit was not always enough;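 also: yeast W303a lacking pdr1 and pdr3 grown in galactose medium; growth measured after three days at 30 °C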
TcdB GH inh: blocks C. difficile toxin B glycohydrolase activity; TcdB glycohydrolase enzymatic assay, plate reader; inhibition, % at 9.99 µM; hit rate 0.24% among 350,000; AID 652162; in the data active = inhibition above about 10%
Y pestis TopoI: blocks Yersinia pestis topoisomerase I activity. hit rate 0.064% among 360,000. Y. pestis Topo-I cleavage product accumulation, plate reader. activity, % at 10 µM; in the data active = activity above about 50%, passing the limit was not always enough; also: inactives centre near 2
BoNT-A LC inh2: inhibitors of Botulinum neurotoxin A light chain protease; inhibition, % at 10 µM; multiplex microsphere protease substrate cleavage, flow cytometry; hit rate 0.17% among 360,000; AID 588499; also: plate controls were buffer without enzyme for full effect and enzyme alone for no effect
Starred values were filed as active, the others as inactive; i = inactive; / = no result given; & = joins results of further samples. Rule as the data show it, unless noted: active = inhibition above about 30%; inconclusive = no clear call, values can overlap the other calls; inactive = below that. Not all compounds are listed. The share of hits here may be higher or lower than overall.

1	CCOC(=O)Cc1csc(NC(=O)CSc2ncnc3c2cnn3-c2ccccc2Cl)n1
2	COC(=O)CN1C(=O)C(O)(CC(=O)c2ccccc2)c2ccccc21 (stereo not drawn)
3	Nc1ccc(OCc2ccccc2)cc1
4	O=C(c1cc(-c2ccc(Cl)c(Cl)c2)on1)N1CCCCCC1
5	CC(C)CN(C(=O)COC(=O)CCCc1c[nH]c2ccccc12)c1c(N)n(Cc2ccccc2)c(=O)[nH]c1=O
6	CCOC(=O)c1c(C)[nH]c(C(=O)COC(=O)CCC(=O)c2ccc3c(c2)OCCO3)c1C
7	C=CCN1CCOc2ccc(C)cc2S1(=O)=O
8	CS(=O)(=O)CCC(C(=O)OCc1ccc(Cl)cc1)N1C(=O)c2ccccc2C1=O (stereo not drawn)

| assay / compound | 1 | 2 | 3 | 4 | 5 | 6 | 7 | 8 |
| --- | --- | --- | --- | --- | --- | --- | --- | --- |
| SSB-PriA inh | -8 | -15 | -1&8 | -12 | -7 | -11 | 6 | 5 |
| CCHFV vOTU inh | -12 | 1 | 6 | -9 | 4 | 16 | -7 | 24 |
| 3CLpro inhibitor | 2 | 5 | 2 | 6 | 2 | 1 | / | -5 |
| Vc quorum ag | / | i | -0.2 | -0.1 | -7.9 | i | i | -0.5 |
| DUSP3 inh | 6 | 24 | -12 | 15 | 6 | -1 | / | -10 |
| Anthrax LF prot | -1 | 3 | -15 | -2 | -3 | -5 | -1 | -1 |
| PfHsp40 rescue | 3.6 | 0.5 | -0.8 | -0.9 | -0.8 | 0.1 | -1.0 | 1.2 |
| TcdB GH inh | / | / | 2.3 | 1.2 | 1.6 | / | 1.8 | / |
| Y pestis TopoI | 10 | -2 | -6 | 4 | 15 | 10 | -3 | -3 |
| BoNT-A LC inh2 | 0.5 | 0.2 | -0.6 | -4.8 | -1.2 | -0.7 | 0.2 | -0.9 |

9	CCOc1ccc(C(=O)N2CCN(c3ncccn3)CC2)cc1
10	CCN(CC)CCOc1c(Br)ccc2c1sc1nc3n(c(=O)c12)CCC3
11	CCOC(=O)C1CCCCN1C(=O)c1ccc2nc(Cc3ccc(OC)cc3)oc2c1 (stereo not drawn)
12	COc1ccc([C@H]2CC(=O)C=C(/C=C/c3ccc(Cl)cc3)C2)cc1
13	N#CC1=C(N)C(C#N)(C#N)[C@H](c2c(F)cccc2F)[C@H]2CC3(CC=C12)OCCO3

| assay / compound | 9 | 10 | 11 | 12 | 13 |
| --- | --- | --- | --- | --- | --- |
| SSB-PriA inh | -4 | 11 | -1 | 8 | 0 |
| CCHFV vOTU inh | -3 | 7 | -2 | -6 | -5 |
| 3CLpro inhibitor | / | -2 | -11 | / | 5 |
| Vc quorum ag | -0.8 | -0.3 | 0.5 | 0.3 | -0.1 |
| DUSP3 inh | / | 41 | -4 | / | -11 |
| Anthrax LF prot | -6 | 1 | 0 | 4 | -6 |
| PfHsp40 rescue | 0.7 | -0.1 | 5.5 | -1.3 | -1.7 |
| TcdB GH inh | 3.3 | / | 0.6 | 0.4 | 1.7 |
| Y pestis TopoI | 2 | 1 | 23 | -8 | 5 |
| BoNT-A LC inh2 | -1.2 | 1.0 | -0.6 | 0.8 | -0.6 |

Profiles, looked up by structure:
Record of COc1ccc([C@H]2CC(=O)C=C(/C=C/c3ccc(Cl)cc3)C2)cc1 = SSB-PriA inh: 8; CCHFV vOTU inh: -6; 3CLpro inhibitor: /; Vc quorum ag: 0.3; DUSP3 inh: /; Anthrax LF prot: 4; PfHsp40 rescue: -1.3; TcdB GH inh: 0.4; Y pestis TopoI: -8; BoNT-A LC inh2: 0.8
Record of CCOC(=O)C1CCCCN1C(=O)c1ccc2nc(Cc3ccc(OC)cc3)oc2c1 (stereo not drawn) = SSB-PriA inh: -1; CCHFV vOTU inh: -2; 3CLpro inhibitor: -11; Vc quorum ag: 0.5; DUSP3 inh: -4; Anthrax LF prot: 0; PfHsp40 rescue: 5.5; TcdB GH inh: 0.6; Y pestis TopoI: 23; BoNT-A LC inh2: -0.6
Record of N#CC1=C(N)C(C#N)(C#N)[C@H](c2c(F)cccc2F)[C@H]2CC3(CC=C12)OCCO3 = SSB-PriA inh: 0; CCHFV vOTU inh: -5; 3CLpro inhibitor: 5; Vc quorum ag: -0.1; DUSP3 inh: -11; Anthrax LF prot: -6; PfHsp40 rescue: -1.7; TcdB GH inh: 1.7; Y pestis TopoI: 5; BoNT-A LC inh2: -0.6
